Screens: PubChem BioAssay, NCI
NCI-60 one-dose screen, 48 h, at 10 µM unless noted. Numbers give growth in % (100 = growth as untreated, 0 = no growth, -100 = all killed).
HS 578T – HS 578T breast cancer. hit rate 4.1% among 78,000
SR – SR leukemia cells; hit rate 8.7% among 73,000; AID 1794780
BT-549 – BT-549 breast cancer; hit rate 4.4% among 78,000; AID 1794793
MDA-MB-468 – MDA-MB-468 breast cancer | hit rate 8.5% among 78,000 | AID 2202374
T-47D – T-47D breast cancer; AID 1794792; hit rate 5% among 79,000
K-562 – K-562 leukemia; hit rate 7.4% among 78,000; AID 1794777
MDA-MB-231 – MDA-MB-231 breast cancer; AID 1794789; hit rate 5% among 81,000
MCF7 – MCF7 breast cancer; AID 1794796; hit rate 6.3% among 82,000
* marks the source's active call; other numbers are inactive results; . = not tested or not shown; & = joins results of further samples; [ ] = another dose, or the depositor's remark. How the source made its calls: active means growth percent below 10; inactive means the rest. Some of the compounds tested; rates above refer to the full screens.

Molecule | HS 578T | SR | BT-549 | MDA-MB-468 | T-47D | K-562 | MDA-MB-231 | MCF7
[N-]=[N+]=CC(=O)OCC(N)C(=O)O (centres undefined) | 73 | 44 | 51 | 14 | 55 | . | 50 | 19
CC(C)[C@H](NC(=O)c1cn(CCC2CCCCC2)c2ccccc12)C(N)=O | 86 | 85 | 80 | 89 | 80 | . | 94 | 74
CC(C)CCC[C@@H](C)C1CCC2C3CCC4=C/C(=N/OC(=O)CCCc5ccc(N(CCCl)CCCl)cc5)CC[C@]4(C)C3CC[C@@]21C (some centres undefined) | 90 | 81 | 98 | 112 | 91 | 104 | 112 | 98
C[C@]12CCCC[C@@H]1CC[C@@H]1[C@@H]2CC[C@]2(C)[C@@H](O)CC[C@@H]12 | 109 | 107 | 92 | 86 | 104 | 101 | 112 | 116
COc1cccc(N=C(N)N[N+](=O)[O-])c1 | 125 | . | 106 | 98 | 106 | 107 | 99 | 94
O=C(O)c1cc(C(=O)O)cc(S(=O)(=O)F)c1 | 129 | 117 | 106 | . | 100 | 116 | 107 | 102
CN(C)c1ccc(/C=C/[N+](=O)[O-])cc1 | 112 | . | 88 | 108 | 98 | . | 97 | 41
COc1cc(C#N)cc2nc(-c3ccc4c(c3)OCO4)oc12 | 85 | 119 | 75 | . | 87 | 123 | 81 | 78
CN(C)NP(=O)(NN(C)C)NN(C)C | 108 | 107 | 137 | 106 | . | 113 | 108 | 106
CC/C(=C/c1ccc(OC)c(OC)c1)[N+](=O)[O-] | 103 | 101 | 93 | 101 | 93 | 104 | 94 | 95
CCC(=O)O[C@H]1CC[C@H]2[C@@H]3CC[C@H]4CC(=O)C=C[C@]4(C)[C@H]3CC[C@]12C | 68 | 75 | 93 | 100 | 96 | 86 | 101 | 102
CC(C)(C)NC(=O)OCCN1CC1 | 103 | 87 | 109 | 94 | 98 | 99 | 105 | 96
CCC(=O)Nc1ccc(Cl)c(Cl)c1 | 110 | 95 | 113 | 101 | 87 | 98 | 92 | 93
Nc1ccc2c(c1N)Oc1ccccc1O2 | 93 | 65 | 54 | . | 87 | 84 | 83 | 84
COc1ccc(CC(C)NCC(O)c2ccc(O)c(O)c2)cc1 (centres undefined) | 106 | 109 | 95 | 114 | 109 | 100 | 77 | 107
CCCCCCCC[N+](C)(CCCCCCCC)CCCCCCCC | -67* | 28 | . | -90* | -73* | 87 | -87* | -100*
CCC1CN1CCCCN1CC1CC (centres undefined) | . | 104 | 103 | 101 | 92 | 114 | 97 | 100
CN1CCN(C(=O)COc2ccc(C=C3C(=O)NC(=O)NC3=O)cc2)CC1 | 103 | 97 | 118 | 108 | 107 | 96 | 109 | 101
CC1=C[C@@]2(C)[C@@H](CC[C@@H]3[C@@H]2CC[C@]2(C)[C@@H](O)CC[C@@H]32)CC1=O | 102&108 | 61&57 | 76&99 | 76&97 | 52&95 | 89&52 | 77&108 | 104&108
COC(=O)c1cc(C(=O)OC)cc(N(CCCl)CCCl)c1 | 86 | 69 | 101 | 105 | 74 | 97 | 98 | 88
CC(=O)OC1C(OC/C2=C/C3[C@@H](C(C)C)CC=C(C)[C@@H]3CC(OC(=O)/C=C/c3cn(C)cn3)[C@]3(C)C=C[C@@]2(O)O3)OCC(O)C1O (some centres undefined) | 22 | 25 | -14* | -19* | 23 | 16 | 42 | 14
C/C(=N\N1CN(C(C)C(=O)O)P(Nc2ncn[nH]2)N=C1N)c1cccs1 (centres undefined) | 96 | 109 | 87 | 98 | 90 | 80 | 109 | 97
Clc1ccc(NC2=NCCS2)cc1Cl | 100 | 96 | 94 | 92 | 89 | 97 | 104 | 89
CC1CC2CC(=O)CCC2(C)C2CCC3(C)C(CCC3(C)O)C12 (centres undefined) | 109 | 110 | 98 | 87 | 94 | 88 | 111 | 108
CN=C1CN(O)C(c2ccccc2)c2cc(Cl)ccc2N1 (centres undefined) | 104 | 72 | 102 | 108 | 94 | 99 | 93 | 98
O=[As]c1ccc(C(=O)O)cc1 (centres undefined) | . | 88 | 105 | 99 | 94 | 100 | 111 | 93
COc1cc2c(cc1OCCCn1c(-c3ccccn3)nc3ccccc31)N=C[C@@H]1CCCN1C2=O | -2.5* | 3.5* | -17* | . | 35 | 17 | 6.2* | 1.3*
O=c1c2ccccc2[nH]c(=S)n1-c1cccc(C(F)(F)F)c1 | 90 | 86 | 87 | . | 107 | 98 | 95 | 100
O=[N+]([O-])c1ccc(OP(=O)(O)Oc2ccc([N+](=O)[O-])cc2)cc1 | 106 | 109 | 106 | 109 | 111 | 144 | 103 | 102
O=C(O)c1ccc(=O)[nH]c1 | 102&98 | 105&88 | 90 | 102&96 | 90&89 | 89&102 | 104&102 | 93&126
CN(C)[C@@H]1C(=O)C(C(=O)NCN(CCCl)CCCl)=C(O)[C@@]2(O)C(=O)C3=C(O)c4c(O)cccc4[C@@](C)(O)[C@H]3C[C@@H]12 | 79&87 | 80&82 | 69&90 | 96&86 | 94&84 | 84&68 | 105&94 | 94&91
C#CC1(O)CCCC(C)C1 (centres undefined) | 90 | . | 97 | 95 | 96 | 91 | 103 | 100
C=CC12CCN(CC1)C(C(O)c1ccnc3ccc(OC)cc13)C2 (centres undefined) | 90 | 37 | 103 | 12 | 83 | 18 | 51 | 67
CN1C(=O)[C@@H](NC(=O)c2cc3ccccc3[nH]2)N=C(c2ccccc2)c2ccccc21 | 73 | 80 | 82 | 58 | 76 | 89 | 41 | 44
O=C(O)C(O)(c1ccc(Cl)cc1)C1(O)CCCC1 (centres undefined) | 111 | 122 | 113 | 95 | 107 | 109 | 116 | 109
Cc1ccc(S(=O)(=O)C(Cl)(Cl)Cl)cc1 | 96 | 89 | 92 | 100 | 78 | 93 | 96 | 99
CCSC[C@H]1C[C@](O)(c2cn(S(=O)(=O)c3ccc(C)cc3)c3ccccc23)C(=O)O1 | 96 | 91 | 93 | . | 126 | 88 | 92 | 102
O=[N+]([O-])c1cc(Br)c(O)c(Br)c1 | 109 | 102 | 121 | 99 | 115 | 123 | 103 | 94
CCCCCCCC(=O)OCC/C=C/C1OC1C1OC(=O)/C=C\C=C\c2nc(oc2C)/C=C(/C)CCC2OC2C1OC(=O)NC(C)=O (centres undefined) | -1.2* | . | -2.4* | -51* | -43* | . | . | -39*
Cc1cc2c(cc1O)C(C)(C)CCC2(C)C | 98 | 91 | 95 | 117 | 86 | 92 | . | 84
COc1ccc(OC)c(NC2=N[C@]34CC(=O)CC[C@]3(C)[C@H]3CC[C@]5(C)C(=O)CC[C@H]5[C@@H]3C[C@@H]4S2)c1 | 82 | 37 | 78 | 85 | 81 | 46 | 85 | 29
CS(=O)(=O)C(Cl)(Cl)Cl | 92 | 35 | 97 | 87 | 102 | 119 | 107 | 90
CC1=C2C(=O)[C@](C)(CO)C=C2C(=O)[C@](C)(O)C12CC2 | 80 | 13 | 8.2* | -70* | 6.7* | 17 | 25 | 1.3*
c1ccc2c(c1)-c1cccc3cccc-2c13 | 110 | 107 | . | 106 | 96 | 102 | 111 | 88
Clc1ccc(CSSC(Cl)(Cl)Cl)cc1 | 114 | 86 | 103 | 105 | 92 | 93 | 118 | 94
CC(C)(N)Cc1ccccc1Cl | 97 | . | 95 | 111 | 97 | 105 | 106 | 97
C/C(=C\c1ccccc1)[N+](=O)[O-] | 99 | 83 | 100 | 97 | 98 | 93 | 102 | 91
CCN1C(=O)NC(=O)/C(=C/N(CCO)CCO)C1=O | 110 | . | 117 | 95 | 104 | 103 | 94 | 96
CNC(=O)Oc1coc(CCl)cc1=O | 100 | 87 | 104 | 80 | 77 | 103 | 116 | 76
CN(C)c1ccc(C=C2C(=O)NC(=S)NC2=O)cc1 | 105&83 | 80&94 | 126&102 | 96&96 | 95&107 | 85&130 | 98&91 | 83&101
CC(=O)Nc1ccc(C=C2C(=O)NC(=S)NC2=O)cc1 | 103 | 111 | 101 | 108 | 105 | 107 | 103 | 104
CCCC(=O)C1(c2ccccc2)CCNCC1 | 97 | 88 | 98 | 121 | 95 | 97 | 103 | 92
O=C1NC(=O)C(=Cc2cccn2CCCCCn2c3ccccc3c(=O)c3ccccc32)C(=O)N1 | 106 | 87 | 104 | 107 | 87 | 89 | 116 | 85
COc1ccc(CNC(=O)CN2CCCC2=O)cc1 | 96 | 69 | 104 | 78 | 106 | 105 | 114 | 99
Cc1cc([N+](=O)[O-])ccc1S(=O)(=O)F | . | 92 | 109 | 118 | 99 | 92 | 121 | 100
Nc1ccc(-c2ccc(N)cc2)cc1 | 105 | 112 | 94 | . | 105 | 130 | 101 | 100
CCOC(=O)c1c(C)n(Cc2ccccc2)c2ccc3c(c12)NC(=O)C(CC(=O)O)O3 (centres undefined) | 109 | 95 | 101 | . | 95 | 98 | 86 | 96
N#CC(CCN1CCCCC1)(c1ccccc1)c1ccccc1 | 96&113 | 103&88 | 98 | 71&107 | 94&105 | 105&87 | 88&101 | 84&97
c1ccc(CC(c2ccccc2)N2CCCCC2)cc1 (centres undefined) | . | 95 | 100 | 124 | 102 | 85 | 102 | 102
O=P(O)(O)c1ccccc1 | 113 | 96 | 87 | 107 | 109 | 108 | 99 | 98

Later entries
compound | HS 578T | SR | BT-549 | MDA-MB-468 | T-47D | K-562 | MDA-MB-231 | MCF7
CCc1nn[nH]n1 | 97 | . | 112 | 107 | 109 | . | 115 | 96
CN1CCC2(CC1)c1ccccc1-c1ccccc12 | 91 | 68 | 109 | 87 | 83 | 96 | 73 | 89
O=P(Oc1ccccc1)(Oc1ccccc1)Oc1ccccc1Cl | 113 | 95 | 120 | 106 | 99 | 110 | 107 | 101
NCCc1c[nH]c2ccccc12 | 93 | 105 | 98 | 94 | 107 | 112 | 94 | 100
C1CC[N-]CC1.C1CC[N-]CC1.C1CC[N-]CC1.C1CC[N-]CC1.[Cl][Rh][Cl] | 86 | 32 | 71 | 27 | 38 | 24 | 93 | 58
Cn1c(=O)c2c(nc(NCCCl)n2CC(=O)Nc2ccccc2)n(C)c1=O | 104 | 106 | 69 | 89 | 59 | 82 | 102 | 96
N#CC(C#N)=Cc1ccc(C#N)cc1 | 95 | . | 100 | 101 | 94 | 102 | 103 | 101
COc1cc(OC)cc(C2(C#N)CCN(C)CC2)c1 | 100 | . | 103 | 94 | 87 | 95 | 102 | 84

Overlap with the part before: two compounds, then new ones.
compound | HS 578T | SR | BT-549 | MDA-MB-468 | T-47D | K-562 | MDA-MB-231 | MCF7
N#CC(C#N)=Cc1ccc(C#N)cc1 | 95 | . | 100 | 101 | 94 | 102 | 103 | 101
COc1cc(OC)cc(C2(C#N)CCN(C)CC2)c1 | 100 | . | 103 | 94 | 87 | 95 | 102 | 84
CCc1ccccc1OP(=O)(Oc1ccccc1CC)Oc1ccccc1CC | 88 | 88 | 99 | 106 | 65 | 103 | 86 | 103
CCCN1C(=O)NC(=O)C(CC)(N2C(=O)c3c(F)c(F)c(F)c(F)c3C2=O)C1=O (centres undefined) | -25* | -77* | -79* | -51* | -52* | -82* | -79* | -76*
Cc1[nH]c2ccccc2c1CN(C)C | 94 | . | 114 | 98 | 103 | 107 | 109 | 86
CC(C)[C@]12CC(=O)[C@@H](C)[C@@H]1C2 | . | 97 | 107 | 101 | 108 | 100 | 110 | 109
COC(=O)[C@H](Cc1c[nH]c2ccccc12)NC(=O)[C@@H](OC)[C@@H]1Cc2cc3cc(OC4CC(OC5CC(O)C(O)C(C)O5)C(O)C(C)O4)c(C)c(O)c3c(O)c2C(=O)[C@H]1OC1CC(OC2CC(OC3CC(C)(O)C(O)C(C)O3)C(O)C(C)O2)C(O)C(C)O1 (some centres undefined) | -14* | 4.9* | -53* | -49* | 8.1* | 4.4* | -14* | 6.0*
CC(COC(=O)NCc1ccc(Cl)cc1)OC(N)=O (centres undefined) | 101 | 87 | 96 | 96 | . | 96 | 124 | 102
CCCCCN(CCCCC)CC(O)c1ccc(Cl)c(C)c1Cl (centres undefined) | 110 | 76 | 105 | 90 | 94 | 90 | 110 | 96
Cc1cc(C)c(CCN(C)C)c(C)c1C | 117&114 | 102&92 | 117&95 | 103&100 | 78 | 111&102 | 106&106 | 93&91

Three structures already listed, arranged by molecular weight, low to high:
compound | HS 578T | SR | BT-549 | MDA-MB-468 | T-47D | K-562 | MDA-MB-231 | MCF7
CC(C)[C@]12CC(=O)[C@@H](C)[C@@H]1C2 | . | 97 | 107 | 101 | 108 | 100 | 110 | 109
CN(C)c1ccc(/C=C/[N+](=O)[O-])cc1 | 112 | . | 88 | 108 | 98 | . | 97 | 41
CC(COC(=O)NCc1ccc(Cl)cc1)OC(N)=O (centres undefined) | 101 | 87 | 96 | 96 | . | 96 | 124 | 102

Next results
compound | HS 578T | SR | BT-549 | MDA-MB-468 | T-47D | K-562 | MDA-MB-231 | MCF7
Cc1cc(O)ccc1Cl | 101 | 106&111 | 111&103 | 91&102 | 102&89 | 114&118 | 107&111 | 95&94
c1ncc2n[pH]nc2n1 (centres undefined) | 113 | 82 | 116 | 106 | 104 | 92 | 96 | 102
Cc1c(N)nc([C@H](CC(N)=O)NC[C@H](N)C(N)=O)nc1C(=O)N[C@H](C(=O)N[C@H](C)[C@@H](O)[C@H](C)C(=O)N[C@H](C(=O)NCCc1nc(-c2nc(C(=O)NCCC[S+](C)C)cs2)cs1)[C@@H](C)O)C(OC1OC(CO)C(O)C(O)C1OC1OC(CO)C(O)C(OC(N)=O)C1O)c1cnc[nH]1 (some centres undefined) | -2.0*[2.5 µM] | -4.6*[2.5 µM] | 54[2.5 µM] | . | 92[2.5 µM] | 66[2.5 µM] | 99[2.5 µM] | 53[2.5 µM]
O=C(OCC(Cl)(Cl)Cl)OCC(Cl)(Cl)Cl | . | 109 | 118 | 106 | 131 | 123 | 103 | 105
CNC(=O)Oc1ccc(Cl)cc1SSc1cc(Cl)ccc1OC(=O)NC | 86 | 68 | 96 | 85 | 57 | 63 | 78 | 92

Some values from above.
CNC(=O)Oc1ccc(Cl)cc1SSc1cc(Cl)ccc1OC(=O)NC @ HS 578T = 86
c1ncc2n[pH]nc2n1 (centres undefined) @ SR = 82
Cc1cc(O)ccc1Cl @ MCF7 = 95&94
O=C(OCC(Cl)(Cl)Cl)OCC(Cl)(Cl)Cl @ K-562 = 123
